# Calb biofilm kill: kills Candida albicans biofilms. inhibition, % at 6 µM. 0.14% of 85,000 active. C. albicans biofilm + clotrimazole, Alamar Blue;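 active = inhibition above 20%; inactive = inhibition below 20%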;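 note: preformed 24 hr biofilms exposed to compound for 48 hr; 0% = biofilm without compound and 100% = blank killed by clotrimazole plus chlorhexidine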
# TNFa cytotox: toxic to HUVEC cells under TNF alpha stimulation; HUVEC TNFalpha-stimulated, Hoechst cell count, imaging; cell count reduction, % at 2 µM; 0.17% of 93,000 active;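 active = cell count reduction exceeding the screen mean by over 5 SD, scaled to untreated wells per plate, cut at about 78% in these data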;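 note: cells counted after 24 h of TNF alpha exposure following the 1 h pretreatment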
# CYP2C9 inhib: blocks human cytochrome P450 2C9. P11712. CYP2C9 Supersomes, luciferin-H conversion, luminescence. inhibition, % at 5 µM. 20% of 96,000 active;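 active = blocking of liver enzyme CYP2C9 beyond about 50% at 5 µM, limit read from the data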; note: values of inactives mirror those of a sister screen read the other way
# Target sequence (P11712 whole entry, looked up): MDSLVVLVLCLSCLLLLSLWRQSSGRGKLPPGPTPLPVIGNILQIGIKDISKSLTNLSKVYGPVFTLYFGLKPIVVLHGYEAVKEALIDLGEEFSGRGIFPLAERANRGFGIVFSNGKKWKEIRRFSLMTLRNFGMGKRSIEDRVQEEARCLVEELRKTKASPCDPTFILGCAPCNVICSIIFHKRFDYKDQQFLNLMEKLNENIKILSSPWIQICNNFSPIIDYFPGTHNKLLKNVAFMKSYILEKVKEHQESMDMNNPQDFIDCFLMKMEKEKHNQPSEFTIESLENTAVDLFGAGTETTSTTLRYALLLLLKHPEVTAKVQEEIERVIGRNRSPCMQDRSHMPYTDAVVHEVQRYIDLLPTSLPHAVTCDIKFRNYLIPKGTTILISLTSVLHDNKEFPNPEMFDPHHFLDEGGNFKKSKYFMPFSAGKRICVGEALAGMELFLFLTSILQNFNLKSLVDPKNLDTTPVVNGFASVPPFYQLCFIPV
# CYP2C19 inh: human CYP2C19 inhibition; CYP2C19 Supersomes, luciferin-H EGE luminescence, 30 min; 21% of 96,000 active; inhibition, % at 5 µM; P33261;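 active = CYP2C19 inhibition above a set limit at 5 µM in the primary screen, cut at about 50% in these data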;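 note: plate controls were negative control wells for no effect and 2.5 mM tranylcypromine positive control for full effect; values of inactives mirror those of a sister screen read the other way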
# Target sequence (P33261 whole entry, looked up): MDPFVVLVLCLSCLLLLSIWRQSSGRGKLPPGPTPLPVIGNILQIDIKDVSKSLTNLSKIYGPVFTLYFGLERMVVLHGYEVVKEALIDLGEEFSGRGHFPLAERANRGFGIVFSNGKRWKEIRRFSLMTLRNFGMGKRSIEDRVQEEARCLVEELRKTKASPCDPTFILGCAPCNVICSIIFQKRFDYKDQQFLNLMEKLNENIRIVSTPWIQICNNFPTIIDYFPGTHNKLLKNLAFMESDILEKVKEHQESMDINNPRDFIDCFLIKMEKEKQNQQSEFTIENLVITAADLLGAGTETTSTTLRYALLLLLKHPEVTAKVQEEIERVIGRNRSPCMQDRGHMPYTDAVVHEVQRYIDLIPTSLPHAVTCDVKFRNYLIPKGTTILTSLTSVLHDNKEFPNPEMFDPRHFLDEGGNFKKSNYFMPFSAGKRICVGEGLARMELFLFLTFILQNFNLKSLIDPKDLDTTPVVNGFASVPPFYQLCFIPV
# IL1B cytotox: toxic to HUVEC cells under IL-1B stimulation | HUVEC cell count loss, Hoechst imaging, IL-1B stimulated | AID 845 | 0.41% of 94,000 active | cell count reduction, % at 2 µM;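 active = cell count reduction more than 3 SD above the screen-wide mean, cut at about 70% in these data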;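 note: normalized per plate to untreated control cells as the no-loss baseline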
# CYP2C9 activ: activators of human CYP2C9. 1.4% of 96,000 active. recombinant CYP2C9, luciferin-H conversion, luminescence; hits give high values; factor 1 = untreated enzyme, 0 = blocked. activation factor at 5 µM;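 active = activation factor of 2 or more for CYP2C9 at a 5 µM dose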;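 note: 0 = sulfaphenazole-blocked wells and 1 = vehicle-only wells; values of inactives mirror those of a sister screen read the other way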
# VCAM1 TNFa inh: reduces TNF alpha induced VCAM1 expression in HUVEC. inhibition, % at 2 µM. HUVEC TNFa-induced VCAM-1 immunofluorescence, high-content imaging. 0.48% of 95,000 active;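 active = inhibition above the batch mean plus 3 SD, with images confirmed as a hit by eye, cut at about 37% in these data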;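 note: 0% = TNF-stimulated DMSO wells and 100% = unstimulated control wells; not every result past the cut was called active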
# hDAT+cocaine: modulates human dopamine transporter uptake under cocaine | LLC-PK1 hDAT cells, [14C]-dopamine uptake with cocaine IC80; actives deviate in either direction | B-score at 10 µM | 1.3% of 110,000 active;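 active = Z score or B-score, a plate-position-corrected score, falls beyond the plate's 99.7% confidence bounds, in either direction; inactive = both scores lie inside the 99.7% bounds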;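 note: scored against the spread of the other compound wells on the same plate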
# CYP2C19 activ: cytochrome P450 2C19 (human) activation | 96,000 tested, under 10 active | activation factor at 5 µM | recombinant CYP2C19, luciferin-H EGE luminescence; hits give high values; 0 = fully inhibited enzyme, 1 = untreated enzyme;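 active = activation factor of at least 2 at 5 µM in the primary screen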;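 note: 0 = wells with 2.5 mM tranylcypromine and 1 = vehicle-only wells; values of inactives mirror those of a sister screen read the other way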
# * = called active by the depositor; x = no result given.
# Sample of the layout, 5 compounds:
SMILES,Calb biofilm kill,TNFa cytotox,CYP2C9 inhib,CYP2C19 inh,IL1B cytotox,CYP2C9 activ,VCAM1 TNFa inh,hDAT+cocaine,CYP2C19 activ
CCCCCNC(=O)Cc1cc(=O)[nH]c(=O)[nH]1,9,-2,2,17,1,1,-4,-0.19,0.8
CC1CCCCC1NC(=O)Cn1ncc2ccccc21 (stereo unspecified),-3,-10,-2,31,-16,1,3,-0.00069,0.7
Cc1ccc2c(c1)CN1CN2Cc2cc(C)ccc21,9,x,42,54*,x,0.6,x,0.52,0.5
O=c1c(Cl)c(N/N=C/c2ccc(Br)cc2)cnn1-c1ccccc1,x,-60,12,-1,3,0.9,-2,x,1
Cc1cc(C)cc(-n2c(=O)c3sccc3n(CC(=O)NCc3ccco3)c2=O)c1,12,-28,-5,11,1,1.1,-1,-0.45,0.9

# Results, previewed entries included:
SMILES,Calb biofilm kill,TNFa cytotox,CYP2C9 inhib,CYP2C19 inh,IL1B cytotox,CYP2C9 activ,VCAM1 TNFa inh,hDAT+cocaine,CYP2C19 activ
CCCCCNC(=O)Cc1cc(=O)[nH]c(=O)[nH]1,9,-2,2,17,1,1,-4,-0.19,0.8
CC1CCCCC1NC(=O)Cn1ncc2ccccc21 (stereo unspecified),-3,-10,-2,31,-16,1,3,-0.00069,0.7
Cc1ccc2c(c1)CN1CN2Cc2cc(C)ccc21,9,x,42,54*,x,0.6,x,0.52,0.5
O=c1c(Cl)c(N/N=C/c2ccc(Br)cc2)cnn1-c1ccccc1,x,-60,12,-1,3,0.9,-2,x,1
Cc1cc(C)cc(-n2c(=O)c3sccc3n(CC(=O)NCc3ccco3)c2=O)c1,12,-28,-5,11,1,1.1,-1,-0.45,0.9
O=C(Nc1cccc(Cl)c1)c1cnn2cccnc12,3,x,17,10,-14,0.8,x,-0.8,0.9
COc1ccccc1N1CCN(C(=O)C2c3ccccc3Oc3ccccc32)CC1,0,3,100*,98*,23,0,34,-0.073,0
CCOc1ccc2nc(N/C(N)=N/C(=S)Nc3cccc(C)c3)nc(C)c2c1,x,-9,0,6,-19,1,26,-0.4,0.9
CN1C(c2ccc(F)cc2)=CS/C1=C(\C#N)c1nnc2n1-c1ccccc1SC2,4,8,-10,20,26,1.1,-14,0.79,0.8
O=S(=O)(Nc1ccc2nc(-c3ccc(Br)o3)[nH]c2c1)c1ccccc1,6,-2,94*,91*,-48,0.1,-4,-0.47,0.1
CCc1ccc(N2CC(C(=O)NCc3ccco3)CC2=O)cc1 (stereo unspecified),1,-16,x,x,-14,x,-1,-0.38,x
CCc1cccc2c(=O)c(C(=O)N3CCOCC3)c[nH]c12,8,-23,-4,-4,11,1,2,-0.48,1
CC1CC(NS(=O)(=O)c2cccs2)CC(C)(C)C1 (stereo unspecified),3,16,38,53*,6,0.6,26,0.017,0.5
COCCN(CCOC)C(=O)c1cc2sc3ccccc3c2s1,7,-60,-179,34,0,2.8*,-47,1.4,0.7
C=C(C)C1CC=C(CN2CCC(C(=O)OCC)CC2)CC1 (stereo unspecified),3,43,-13,42,9,1.1,9,0.11,0.6
CCn1c(SCC(=O)NC(C)(C)C)nnc1-c1ccccn1,5,-36,23,73*,17,0.8,-1,-0.4,0.3
O=C(NCc1ccco1)C(c1cccs1)N(C(=O)C1COc2ccccc2O1)c1cccc(O)c1 (stereo unspecified),6,-5,94*,97*,-13,0.1,-4,0.7,0
Cn1cc(SCC(=O)NCc2ccc3c(c2)OCO3)c2ccccc21,4,x,69*,100*,x,0.3,x,0.077,0
Cc1onc(-c2ccccc2)c1C(=O)Nc1cccc2nsnc12,4,-17,10,39,-22,0.9,-4,-0.86,0.6
CN1/C(=C\C(=O)c2ccco2)C(C)(C)c2ccccc21,-4,-9,56*,25,5,0.4,-14,-0.00047,0.8
COc1ccc(S(=O)(=O)N2CCC(C(=O)N3CCN(c4ccccc4OC)CC3)CC2)cc1,3,-8,-30,25,-6,1.3,18,0.71,0.7
O=C(CSc1ccc(F)cc1)N1CCC(c2nc3ccccc3s2)CC1,x,-12,33,24,-15,0.7,13,x,0.8
Cc1sc(NC(=S)NC(=O)c2ccccc2)c(C#N)c1C,x,-6,x,x,22,x,-9,0.76,x
Cc1cccc(-c2nsc(SCC(=O)Nc3nccs3)n2)c1,7,-17,48,36,14,0.5,-16,1.1,0.6
O=C(NC1CC1)c1ccc(F)cc1Cl,8,-11,2,-7,-18,1,-7,1.3,1.1
CCOc1ccccc1C(=O)Nc1ccccc1O,6,-42,-469,27,-48,5.7*,14,0.024,0.7
Cn1c(=O)c2c(nc(Br)n2CCSc2nnnn2-c2ccccc2)n(C)c1=O,7,-11,20,40,-7,0.8,28,0.62,0.6
CCOC(=O)C1CCN(S(=O)(=O)Cc2ccc(Cl)cc2)CC1,-2,-15,93*,87*,-3,0.1,4,0.44,0.1
NC(=O)C1(N2CCCCC2)CCN(C(=O)CSc2nc3ccccc3o2)CC1,x,-13,x,x,-35,x,2,-0.32,x
COCCNC(=O)c1onc(CSc2ccc(F)c(F)c2)c1C(=O)O,x,-1,20,20,-41,0.8,9,-0.66,0.8
CCc1nnc(NC(=O)CSc2nccn2-c2cccc(C)c2C)s1,13,-3,53*,27,-6,0.5,7,1,0.7
Fc1ccc(-c2cc(C(F)(F)F)nc(-n3cncn3)n2)cc1,4,-9,-1,2,5,1,1,-0.58,1
COc1ccc(-c2cc(C(F)(F)F)n3nc(C(=O)NCc4ccco4)cc3n2)cc1OC,2,5,69*,76*,8,0.3,15,0.8,0.2
Cc1ccc2cc(C(c3nnnn3C3CCCC3)N(Cc3cccnc3)Cc3ccco3)c(=O)[nH]c2c1 (stereo unspecified),4,x,74*,92*,x,0.3,x,1.8,0.1
CCCCN(CC)C(=O)C1CCC(=O)N(c2ccc(OC)cc2)C1c1ccc(OC)c(OC)c1 (stereo unspecified),6,17,x,x,13,x,7,x,x
CCC(=O)Nc1ccc2c(c1)C(=O)c1ccccc1C2=O,x,2,58*,6,-6,0.4,2,1.4,0.9
CCCn1c(Nc2ccccc2)nc2ccccc21,-5,-15,19,-9,-8,0.8,7,-1.5,1.1
CCC(=O)N1CCN=C1SCc1ccc(F)cc1,10,-18,11,79*,-13,0.9,4,1.5,0.2
CCN1CCCC1CN(Cc1cc2cc(C)cc(C)c2[nH]c1=O)C(=O)Nc1ccccc1OC (stereo unspecified),3,x,31,14,x,0.7,x,1.2,0.9
CN(C)S(=O)(=O)N1CCCN(S(=O)(=O)N(C)C)CC1,0,-8,-10,3,-22,1.1,-8,0.03,1

# Gathered by group: those above containing a cyano group.
SMILES,Calb biofilm kill,TNFa cytotox,CYP2C9 inhib,CYP2C19 inh,IL1B cytotox,CYP2C9 activ,VCAM1 TNFa inh,hDAT+cocaine,CYP2C19 activ
CN1C(c2ccc(F)cc2)=CS/C1=C(\C#N)c1nnc2n1-c1ccccc1SC2,4,8,-10,20,26,1.1,-14,0.79,0.8
Cc1sc(NC(=S)NC(=O)c2ccccc2)c(C#N)c1C,x,-6,x,x,22,x,-9,0.76,x

# Additional entries
SMILES,Calb biofilm kill,TNFa cytotox,CYP2C9 inhib,CYP2C19 inh,IL1B cytotox,CYP2C9 activ,VCAM1 TNFa inh,hDAT+cocaine,CYP2C19 activ
CC(C)C(NC(=O)CSc1ccc(Cl)cc1)C(C)C,7,-9,66*,100*,0,0.3,18,1.4,0
O=C1[C@@H]2CSCN2C(=O)CN1CCc1cccc(F)c1,1,-7,3,-3,17,1,0,0.16,1
Cc1ccc(-n2c(SCC(=O)Nc3ccc4c(c3)OCCO4)nnc2-c2ccco2)cc1,10,-6,-3,38,-9,1,6,1.4,0.6
COc1cc(S(=O)(=O)Nc2cccc(C(=O)O)c2)c(OC)cc1Cl,2,-9,-10,-10,88*,1.1,5,0.45,1.1
COC(=O)C(C)Oc1ccc2c(-c3cccc([N+](=O)[O-])c3)cc(=O)oc2c1 (stereo unspecified),x,-1,29,29,-1,0.7,-2,-1.6,0.7
CCn1nnnc1SCC(=O)Nc1ccc2c(c1)OCCO2,-4,-21,x,x,17,x,9,1.6,x
Cc1cc(C)nc(-n2nc(C)c(Br)c2Nc2ccc(Br)cc2)n1,8,-7,11,70*,-6,0.9,23,0.7,0.3
N#Cc1c(NC(=O)CSC2=NCCS2)sc2c1CCCC2,6,-13,4,-7,2,1,-16,-0.015,1.1
COc1ccc(NC(=O)Nc2ccccc2OC)cc1,-3,-4,34,87*,6,0.7,10,0.2,0.1
O=C(CN1C(=O)C2C3C=CC(C3)C2C1=O)NCc1ccc2c(c1)OCO2 (stereo unspecified),3,-9,15,27,-1,0.9,6,-1.7,0.7
CN1C(=O)c2cccc(NCCCCCCN3C(=O)c4ccccc4C3=O)c2C1=O,13,-18,75*,32,-14,0.3,7,0.054,0.7
CCC(Sc1nc2sc(C(=O)OC)c(C)c2c(=O)n1N)C(=O)NCC1CCCO1 (stereo unspecified),6,-7,93*,94*,-10,0.1,12,-0.21,0.1
O=C(OCc1nc2ccccc2c(=O)[nH]1)c1cccs1,5,-18,59*,58*,5,0.4,2,-0.00094,0.4
CCCCN(CCCC)CC(O)CN1C(=O)NC(C)(C)C1=O (stereo unspecified),1,8,-23,-21,9,1.2,-17,0.27,1.2
Cn1c(=O)c2c(SCC(=O)N3CCCc4ccccc43)nc(CC(C)(C)C)nc2n(C)c1=O,-1,6,x,x,2,x,6,x,x
Cc1ccc(CN2CCN(CC(=O)NCc3ccc(Cl)cc3)C2=O)cc1,9,-4,35,36,29,0.7,3,0.39,0.6
COc1ccc(CN(C)CCc2ccccn2)cc1OC,9,4,x,x,8,x,0,-0.6,x
COC(=O)c1c(NC(=O)CN2CCC(C(N)=O)CC2)c2c(C)cccc2n1C,8,-29,7,6,-6,0.9,-7,0.24,0.9
O=C(O)c1cnc(-c2ccccc2)nc1Sc1ccc(Cl)cc1,x,3,61*,4,-16,0.4,-3,2.6,1
C=CCSC1=Nc2sccc2C2=NC(=O)CN12,x,-21,-6,35,-25,1.1,11,x,0.7
c1ccc(-c2nc3ccccc3s2)nc1,5,-12,-4,9,2,1,21,0.68,0.9
c1ccc(CC2CCN(c3nnnn3-c3ccccc3)CC2)cc1,6,-18,54*,63*,-6,0.5,-7,x,0.4
O=C(NC12CC3CC(CC(C3)C1)C2)c1ccc(S(=O)(=O)N2CCOCC2)cc1,x,-3,0,-6,-10,1,-2,2.5*,1.1
CCOc1ccc(CCNS(=O)(=O)c2cccc3nsnc23)cc1OCC,10,4,57*,86*,-6,0.4,14,0.91,0.1
CCN1C(=O)/C(=C2\C=Cc3ccccc3N2CC)OC1=S,4,1,x,x,-20,x,3,-0.00072,x
Cc1cccc(C)c1NC(=O)C(c1ccccc1)N1CCC2(CC1)OCCO2 (stereo unspecified),x,-6,x,x,-3,x,39,0.029,x
O=C(O)c1cc(NCc2ccccc2)ccc1N1CCOCC1,12,-31,-41,15,-6,1.4,-4,0.054,0.8
CCOc1cc(CN2CCSCC2)ccc1O,1,x,-17,0,x,1.2,x,0.22,1
CC(=O)c1cccc(NC(=O)C2CCN(S(=O)(=O)c3cccs3)CC2)c1,6,-13,68*,92*,-4,0.3,11,x,0.1

# Compound activity from PubChem BioAssay.
